Statin myotox sup: protects C2C12 myotubes from simvastatin toxicity; actives 0.78% (n = 330,000); rescue of ATP level, % at 7.49 µM; ATP luminescence, 48 h; scaled: DMSO 0, geranylgeraniol control 100; AID 602340;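 active means mean ATP rescue above about 67%, or every replicate alone reaching that limit, limit read from the data, passing the limit was not always enough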;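 further: myotubes were challenged with 10 µM simvastatin during compound exposure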
SIRT5 inh: sirtuin-5 (human) deacylase inhibition; actives 1.1% (n = 330,000); Purified SirT5, succinyl-peptide AMC, trypsin-coupled fluorescence; Q9NXA8; inhibition, % at 15 µM; in the data active means inhibition above about 15%
Target sequence (Q9NXA8 whole entry, looked up): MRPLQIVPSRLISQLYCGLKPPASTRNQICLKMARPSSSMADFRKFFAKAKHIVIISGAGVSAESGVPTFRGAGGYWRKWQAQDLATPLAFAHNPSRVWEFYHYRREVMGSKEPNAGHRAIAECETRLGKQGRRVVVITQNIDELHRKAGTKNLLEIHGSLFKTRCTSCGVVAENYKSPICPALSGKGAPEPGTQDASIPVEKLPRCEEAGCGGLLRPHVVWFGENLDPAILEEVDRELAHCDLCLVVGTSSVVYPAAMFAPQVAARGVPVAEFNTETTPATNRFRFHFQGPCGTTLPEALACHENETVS
LGR2 antag: inhibitors of bursicon-induced Drosophila LGR2 receptor cAMP signaling; inhibition, % at 9.99 µM; actives 0.35% (n = 380,000); AID 720647; HEK293 LGR2, CRE-luciferase, bursicon-stimulated, 4 h;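 active means drop in luminescence signal, shown as inhibition above about 50% in the replicate tests, limit read from the data, passing the limit was not always enough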;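 further: agonist challenge used bursicon conditioned medium at about half maximal strength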
esBAF inh: blocks esBAF chromatin remodeling in mouse ES cells. Bmi1-luciferase knock-in reporter, 24 h; 100% = twice the neutral-well signal. reporter increase, % at 12.5 µM. actives 2% (n = 350,000); in the data active means activation above about 40%;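 further: 0% = median of the plate's neutral control wells and 100% = double that signal; a rise in the Bmi1 reporter signal indicates esBAF inhibition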
Casp6 inh: inhibitors of human caspase-6; P55212; purified caspase-6, Z-VEID-R110 cleavage fluorescence; inhibition, % at 12.5 µM; actives 0.53% (n = 350,000); AID 686996;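 active means mean inhibition across replicates at least about 35%, with every replicate also reaching that limit, limit read from the data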;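 further: 0% = median of neutral control wells and 100% = no fluorescence left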
Target sequence (P55212 24-179 limits assumed): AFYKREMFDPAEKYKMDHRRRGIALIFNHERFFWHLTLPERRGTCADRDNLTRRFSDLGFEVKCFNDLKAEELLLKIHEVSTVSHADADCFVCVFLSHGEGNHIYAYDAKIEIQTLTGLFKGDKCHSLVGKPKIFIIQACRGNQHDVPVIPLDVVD
Target sequence (P55212 194-293 limits assumed): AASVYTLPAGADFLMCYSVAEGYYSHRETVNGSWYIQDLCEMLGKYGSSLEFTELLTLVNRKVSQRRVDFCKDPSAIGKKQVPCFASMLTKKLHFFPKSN
FN deposition inh: fibronectin deposition inhibition. AH1F fibroblasts, Alexa488-fibronectin deposition fluorescence, overnight. inhibition, % at 12.6 µM. actives 0.086% (n = 350,000). AID 743247;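 active means mean inhibition across replicates of 30% or more, regardless of how many single replicates reach that level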;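 further: positive control wells lacked labelled fibronectin entirely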
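Test system: AH1F fibroblast monolayer depositing Alexa488-labelled fibronectin into matrix. Input: 10000 cells per well. Technique: fluorescence, ex 485 nm, em 525 nm. Buffer or medium: DMEM plus 2% serum, read in PBS. Timing: 1 h cell adhesion before compound, then overnight fibronectin incubation. Compound: single dose, pinned. Read-out basis: inhibition from reduced deposited-fibronectin fluorescence.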
S100A4 inh HTS: inhibitors of human S100A4 binding to myosin IIA peptide. S100A4/TAMRA-MyoIIA peptide fluorescence polarization. inhibition, % at 10.7 µM. actives 0.14% (n = 360,000). AID 652163;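 active means mean inhibition of at least 70% across replicates, with every replicate also reaching that level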
Target sequence (P26447 whole entry, looked up): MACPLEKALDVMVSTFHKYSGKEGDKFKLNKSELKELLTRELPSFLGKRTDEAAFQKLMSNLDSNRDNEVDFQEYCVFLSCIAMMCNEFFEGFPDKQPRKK
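Test system: S100A4 monomer protein; Medium: HEPES pH 7.2 with CaCl2, KCl, NaCl, DTT, Triton; Probe or stimulus: TAMRA-labelled myosin IIA heavy-chain peptide probe, 5 nM; Doses: one dose per compound; Times: polarization read 5 min after assay mix addition, stable 5–60 min; Benchmarks: neutral control DMSO, positive control TFP.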
An asterisk follows results filed as active; x = no result given; & = joins results of further samples.

SMILES | Statin myotox sup | SIRT5 inh | LGR2 antag | esBAF inh | Casp6 inh | FN deposition inh | S100A4 inh HTS
CC(=O)Nc1cccc(-n2c(=O)n(Cc3ccccc3)c(=O)c3[nH]cnc32)c1 | -8 | -2 | -14 | -7 | 3 | -1 | 2
CC1CC=C(c2ccccc2)C(=S)N1 (stereo not drawn) | -1 | 2 | 0 | 16 | 1 | 7 | -1
O=C(c1cc(Cl)cc(Cl)c1)N1CCN(c2cc(C(F)(F)F)nc3ccccc23)CC1 | x | 6 | 15 | x | 3 | -3 | 4
C[C@@H]1CN([C@@H](C)CO)C(=O)c2cccc(NC(=O)Nc3ccccc3)c2O[C@H]1CN(C)Cc1ccc(C(F)(F)F)cc1 | 29 | 2 | 9 | 6 | 0 | x | 4
COc1ccccc1NC(=O)CCC(=O)c1ccc(-c2ccccc2)cc1 | x | 2 | x | x | 2 | -9 | 3
COc1ccccc1C(=O)NCC(=O)N/N=C/c1ccc([N+](=O)[O-])cc1 | -6 | 0 | -2 | -2 | 0 | -5 | -2
COc1ccc(C2(c3ccc(OC)cc3)NC(=O)N(CC(=O)Nc3ccc(OC)c(OC)c3)C2=O)cc1 | 8 | -1 | -15 | -8 | -3 | 0 | 2
C[C@@H]1CN([C@H](C)CO)C(=O)c2cc(NC(=O)C3CCCCC3)ccc2O[C@@H](C)CCCCO[C@@H]1CN(C)S(=O)(=O)c1cccs1 | x | 6 | 1 | -5 | -1 | x | -16
CCOC(=O)CNC(=O)CN1C(=O)CCSc2ccccc21 | -2 | 1 | 5 | -6 | 3 | x | 7
C[C@@H]1CN([C@H](C)CO)C(=O)Cc2cc(NC(=O)Nc3cccc4ccccc34)ccc2O[C@H]1CN(C)Cc1ccc(Oc2ccccc2)cc1 | 60 | -2 | -9 | -2 | 1 | x | 5
CN(C)c1cc(C(F)(F)F)nc(-c2ccccn2)n1 | -4 | x | x | -2 | x | -5 | x
O=C(Cn1nnc(-c2ccccc2)n1)Nc1ccccc1N1CCOCC1 | -1 | x | -7 | -5 | x | 1 | x
CN1C(=O)c2cc(NC(=O)Nc3cccc(Cl)c3)ccc2OC[C@@H]2O[C@H](CC(=O)O)CC[C@H]21 | 14 | -2 | -3 | 5 | 5 | -6 | -1
CC1=C(C#N)C(NC(=O)C2CCCCC2)(C(F)(F)F)C(=O)N1 (stereo not drawn) | 4 | x | x | 1 | x | 8 | x
Nc1c(C(=O)CSc2nncn2-c2ccccc2)c(=O)[nH]c(=O)n1C1CC1 | -1 | 12 | 1 | -5 | 1 | -1 | -4
CCCCC1=CC2=CC(=O)C(C)(OC(=O)CC)C(=O)C2=CN1CCc1ccc(Br)cc1 (stereo not drawn) | 10 | x | 12 | 10 | -6 | x | -9
COc1cc(NC(=S)NCc2ccco2)c(OC)cc1Cl | x | -4 | 5 | x | -2 | 0 | 8
O=[N+]([O-])c1ccc(Oc2cnc3ccccc3n2)cc1 | x | -3 | 19 | x | -2 | -4 | 7
O=C(Nc1ccc(Br)cc1)c1cccc(OC(=S)N2CCOCC2)c1 | -33 | -16 | -12 | 15 | 0 | -14 | -1
O=C(O)CCN1C(=O)/C(=C\c2cccc(Oc3ccccc3)c2)SC1=S | 0 | 5 | -14 | -2 | x | -5 | 0
COCC#Cc1ccc(CC[C@H]2O[C@H]3CC[C@@H](CO)O[C@H]3C[C@@H]2n2cc(C(C)(C)O)nn2)cc1 | x | 0 | x | x | -1 | x | 3
O=C(CCCn1c(=O)c2sccc2n(CC(=O)NCC2CCCO2)c1=O)NCc1ccco1 (stereo not drawn) | x | -5 | -4 | x | 5 | -2 | -3
COc1cc(C(=S)N2CCCCC2)ccc1OCC(=O)Nc1ccc(F)cc1 | -4 | -3 | 5 | 9 | 3 | 2 | -20
Cc1nn(C)c(C)c1CCC(=O)N1CCCC(Nc2ccc(C(C)C)cc2)C1 (stereo not drawn) | 6 | -1 | 9 | 0 | x | 1 | -4

3 entries drawn at random from the list so far, as already listed:
SMILES | Statin myotox sup | SIRT5 inh | LGR2 antag | esBAF inh | Casp6 inh | FN deposition inh | S100A4 inh HTS
CCCCC1=CC2=CC(=O)C(C)(OC(=O)CC)C(=O)C2=CN1CCc1ccc(Br)cc1 (stereo not drawn) | 10 | x | 12 | 10 | -6 | x | -9
O=C(Nc1ccc(Br)cc1)c1cccc(OC(=S)N2CCOCC2)c1 | -33 | -16 | -12 | 15 | 0 | -14 | -1
Cc1nn(C)c(C)c1CCC(=O)N1CCCC(Nc2ccc(C(C)C)cc2)C1 (stereo not drawn) | 6 | -1 | 9 | 0 | x | 1 | -4

More structures.
SMILES | Statin myotox sup | SIRT5 inh | LGR2 antag | esBAF inh | Casp6 inh | FN deposition inh | S100A4 inh HTS
COC(=O)C[C@H]1CC[C@H]2[C@H](COc3ccc(NS(=O)(=O)c4ccc(C)cc4)cc3C(=O)N2C)O1 | -14 | 3 | -8 | 1 | -1 | -4 | -2
Cn1cnnc1SCC(=O)Nc1ccc(S(N)(=O)=O)cc1 | -4 | -5 | -9 | 0 | 0 | 3 | 0
COc1cccc(C(=O)OCC(=O)NCCC2=CCCCC2)c1 | 4 | -1 | -13 | 2 | 2 | 4 | -22
COc1ccc(C(=O)C(O)C(c2ccc(C)cc2)N2CCOCC2)cc1OC (stereo not drawn) | 6 | 1 | 13 | -5 | 2 | 0 | 2
C[C@@H]1CN([C@@H](C)CO)S(=O)(=O)c2ccc(C#CC(C)(C)O)cc2O[C@H]1CN(C)Cc1ccccc1 | -74 | 11 | 5 | 2 | 1 | 4 | 8
COc1ccc(C#Cc2cccc(-c3nc(C(=O)N[C@@H]4CCN(Cc5ccccc5)C4)cc4c3[C@H](CCO)N(S(=O)C(C)(C)C)C4)c2)cc1OC (stereo partly drawn) | x | 12 | x | x | 0 | x | -23
CC(C(=O)N1CCc2ccccc21)N1CCN(S(=O)(=O)c2cccc(C(F)(F)F)c2)CC1 (stereo not drawn) | -6 | 1 | -10 | 1 | 3 | -4 | -1
O=C(Nc1ccc(O)cc1)c1cccc(Oc2ccc([N+](=O)[O-])cc2)c1 | x | -2 | 7 | x | 2 | 12 | 3
O=C(Nc1ccccc1F)N1CCCCN2[C@H](CO)[C@H](c3ccc(C#Cc4ccccc4)cc3)[C@@H]2C1 | x | 4 | 19 | x | 1 | x | 49
CC(C)NC(=O)Nc1ccc2c(c1)C(=O)N([C@@H](C)CO)C[C@@H](C)[C@H](CN(C)C)OCCCC[C@H](C)O2 | x | 3 | 2 | x | -3 | 2 | 9
O=C(OCc1ccc(O)cc1)c1c(-c2ccsc2)oc2ccc(N3CCOCC3)cc12 | -11 | -5 | -15 | -29 | -2 | -9 | 0
CN(CC(=O)Nc1ccccc1Br)C(=O)c1ccc(-c2ccc(Cl)cc2)o1 | -38 | -2 | -11 | 1 | 18 | 9 | -1

Single entries from the results shown:
In FN deposition inh, O=C(Cn1nnc(-c2ccccc2)n1)Nc1ccccc1N1CCOCC1 is listed with 1
In Statin myotox sup, COc1cccc(C(=O)OCC(=O)NCCC2=CCCCC2)c1 is listed with 4
In LGR2 antag, O=C(Nc1ccccc1F)N1CCCCN2[C@H](CO)[C@H](c3ccc(C#Cc4ccccc4)cc3)[C@@H]2C1 is listed with 19
In Statin myotox sup, O=C(OCc1ccc(O)cc1)c1c(-c2ccsc2)oc2ccc(N3CCOCC3)cc12 is listed with -11
In esBAF inh, CC(C(=O)N1CCc2ccccc21)N1CCN(S(=O)(=O)c2cccc(C(F)(F)F)c2)CC1 (stereo not drawn) is listed with 1
In LGR2 antag, CCCCC1=CC2=CC(=O)C(C)(OC(=O)CC)C(=O)C2=CN1CCc1ccc(Br)cc1 (stereo not drawn) is listed with 12
In Statin myotox sup, COc1ccccc1C(=O)NCC(=O)N/N=C/c1ccc([N+](=O)[O-])cc1 is listed with -6

Shown with values under each structure: entries from further up
The line under a structure holds: Statin myotox sup, SIRT5 inh, LGR2 antag, esBAF inh, Casp6 inh, FN deposition inh, S100A4 inh HTS
- C[C@@H]1CN([C@@H](C)CO)S(=O)(=O)c2ccc(C#CC(C)(C)O)cc2O[C@H]1CN(C)Cc1ccccc1
→ -74, 11, 5, 2, 1, 4, 8
- CC(C(=O)N1CCc2ccccc21)N1CCN(S(=O)(=O)c2cccc(C(F)(F)F)c2)CC1 (stereo not drawn)
→ -6, 1, -10, 1, 3, -4, -1

Further records follow.
SMILES | Statin myotox sup | SIRT5 inh | LGR2 antag | esBAF inh | Casp6 inh | FN deposition inh | S100A4 inh HTS
CN1CCN(C(=O)/C(=C/c2ccccc2)c2ccccc2)CC1 | -1 | x | x | -9 | x | 1 | x
CN1C(=O)c2cc(NC(=O)C3CC3)ccc2OC[C@H]2O[C@@H](CC(=O)Nc3cc(F)ccc3F)CC[C@@H]21 | x | 2 | -7 | x | 3 | -9 | 8
CCOC(=O)c1sc(/N=C/N(C)C)c(C(=O)OCC)c1C | 2 | x | -7 | 13 | x | 3 | x
Cc1cc(CO)nn1-c1ccc([N+](=O)[O-])cc1 | x | 3 | -6 | x | -1 | -4 | -3
CCC(=O)N1C[C@@H](C)[C@H](OC)CN(C)C(=O)c2ccc(NC(=O)Nc3cccc(F)c3)cc2OC[C@@H]1C | 9 | 1 | 4 | 4 | 0 | -6 | -20
CC(=O)Nc1ccc(-c2csc(N/N=C\c3ccncc3)n2)cc1 | x | 1 | -14 | x | -7 | -4 | -2
CCOC(=O)Cn1nc2oc(=O)c(CCN3CCN(c4ccccc4OC)CC3)c(C)c2c1C | x | x | 5 | x | 0 | -2 | -4
CCC1=NN2C(=N)/C(=C/c3cc(C)n(-c4ccccc4)c3C)C(=O)N=C2S1 | 2 | -4 | -7 | -3 | 0 | 2 | 12
COc1ccc(/C=C/C(=O)OCC(=O)c2ccc3c(c2)NC(=O)CO3)cc1 | -5 | -4 | -8 | -2 | 1 | 1 | 5
CCc1cccc(CC)c1NC(=O)c1cc(CN2C(=O)c3ccccc3C2=O)ccc1OC | x | -7 | 8 | x | 1 | -13 | -1
C[C@H](CO)N1C[C@H](C)[C@H](CN(C)Cc2ccccn2)Oc2ncc(-c3ccccc3)cc2C1=O | 14 | 3 | 2 | -13 | 0 | -33 | -15
CCn1c(CNC(=O)c2cccs2)nnc1SCC(=O)NCCc1ccccc1 | 10 | x | -3 | -6 | x | 3 | x
CCOC(=O)c1ccc(Cl)c(NC(=O)c2ccc(-c3ccccc3)cc2)c1 | 12 | 2 | 5 | 38 | -1 | x | -3
CCS(=O)(=O)N1CCC(c2nc3ccccc3[nH]2)CC1 | -4 | -6 | -4 | 11 | -4 | 15 | -2
C[C@H]1CN([C@@H](C)CO)S(=O)(=O)c2ccc(C3=CCCC3)cc2O[C@H]1CN(C)CC1CC1 | -7 | 2 | -4 | 3 | 1 | x | 6
CC1(C)C(C=C(Cl)Cl)C1C(=O)N/N=C/c1ccccc1F (stereo not drawn) | -2 | 0 | -1 | 3 | 1 | -1 | 2
CO[C@H]1CN(C)C(=O)c2cc(NC(=O)Nc3cc(Cl)cc(Cl)c3)ccc2OC[C@@H](C)NC[C@@H]1C | -75 | -7 | x | -5 | x | -3&9 | x
C[C@H](CO)N1C[C@H](C)[C@H](CN(C)C(=O)Cc2ccncc2)Oc2cc(C3=CCCCC3)ccc2S1(=O)=O | 12 | 4 | 2 | -1 | 0 | -7 | -35
Cc1ccc(CNC(=O)CCCCCNC(=O)N2CCn3c2nc2ccccc23)cc1 | 8 | -2 | -5 | 1 | -2 | -10 | -3
O=C(NN1C(=O)C2C3C=CC(C3)C2C1=O)c1ccccc1 (stereo not drawn) | x | -3 | -4 | x | 0 | -10 | -2
CCCNC(=O)C1(C)CCN(Cc2cc(-c3ccccc3)on2)C1 (stereo not drawn) | 10 | x | -8 | -2 | 0 | x | 12

From PubChem BioAssay

A portion of the library. The share of hits here may be higher or lower than overall.
